# Assay outcomes as filed in PubChem.
# Ecoli WT expand: E. coli BW25113 growth inhibition, expanded screen. OD600 absorbance. 0.15% of 98,000 active. growth inhibition, % at 100 µM. AID 710;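 active means growth inhibition above about 50% at one test dose, limit read from the data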;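 further: growth measured after 20 h incubation at 37 °C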
# S1P2 agonist: agonists of human S1P2 receptor; O95136; activation, % at 4.5 µM; S1P2-expressing cell line, agonist reporter read-out; AID 729; 0.46% of 97,000 active; in the data active means activation above about 16%;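 further: 0% = vehicle low control and 100% = maximal reference agonist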
# Target sequence (O95136 whole entry, looked up): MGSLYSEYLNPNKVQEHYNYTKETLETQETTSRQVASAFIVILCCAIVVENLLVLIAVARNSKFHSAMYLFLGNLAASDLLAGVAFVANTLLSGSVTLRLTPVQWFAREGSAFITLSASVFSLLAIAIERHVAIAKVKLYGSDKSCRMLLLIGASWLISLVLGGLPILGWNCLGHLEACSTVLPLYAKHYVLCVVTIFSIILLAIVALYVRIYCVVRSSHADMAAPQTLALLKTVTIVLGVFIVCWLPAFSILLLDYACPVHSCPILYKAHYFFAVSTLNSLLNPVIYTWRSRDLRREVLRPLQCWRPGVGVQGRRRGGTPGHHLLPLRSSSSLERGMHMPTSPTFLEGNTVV
# HUVEC prolif 384: blocks proliferation of human endothelial cells; viability, % at 10 µM (by protocol); AID 648; 1.1% of 86,000 active; HUVEC proliferation, CellTiter-Glo luminescence, 72 h; stronger effect = lower value;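 active means viability at or below 30%; inactive means viability above 30%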;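 further: 100% = median luminescence of DMSO-only cell control wells on each plate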
# Fibroblast inh: blocks proliferation of human lung fibroblasts; 1.1% of 85,000 active; viability, % at 10 µM; AID 719; LL 47 human lung fibroblast viability, ATP luminescence; stronger effect = lower value;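 active means viability at or below 50% in the single dose screen; inactive means viability above 50%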;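 further: compound exposure lasted 72 h before the ATP readout; 100% = median luminescence of untreated cell-only wells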
#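 Assay system: human lung fibroblast line LL 47, low passage. Input: 1,150 fibroblasts seeded per well. Times: overnight cell rest, 72 h compound treatment at 37 °C. Evaluation: % viability of median cell-only signal. Technique: luminescent ATP detection, CellTiter-Glo. Control set: cell-only wells, no compound.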
# H69AR growth 86K: growth inhibitors of human H69AR lung tumor cells. H69AR lung tumor viability, ATP luminescence, 72 h; stronger effect = lower value. viability, % at 10 µM. 6% of 85,000 active. AID 598;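 active means viability at or below 40%; inactive means viability above 40%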;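 further: multidrug resistant small cell line overexpressing MRP-1 efflux transporter; 100% = mean luminescence of untreated control wells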
# PostGolgi yeast: growth inhibition of a yeast mutant, post-Golgi transport screen | post-Golgi transport phenotypic cell assay | inhibition, % at 10 µM | 0.9% of 98,000 active;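 further: yeast cells grown in 1536-well plates; yeast grown about 18 h at 30C before absorbance read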
# hDAT+cocaine: changed human dopamine transporter uptake under cocaine IC80 | 1.3% of 110,000 active | AID 449768 | Q01959 | B-score at 10 µM | LLC-PK1 hDAT cells, [14C]-dopamine uptake with cocaine IC80; actives deviate in either direction;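 active means Z score or B-score, a plate-position-corrected score, falls beyond the plate's 99.7% confidence bounds, in either direction; inactive means both scores lie inside the 99.7% bounds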;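 further: scored against the spread of the other compound wells on the same plate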
# Target sequence (Q01959 whole entry, looked up): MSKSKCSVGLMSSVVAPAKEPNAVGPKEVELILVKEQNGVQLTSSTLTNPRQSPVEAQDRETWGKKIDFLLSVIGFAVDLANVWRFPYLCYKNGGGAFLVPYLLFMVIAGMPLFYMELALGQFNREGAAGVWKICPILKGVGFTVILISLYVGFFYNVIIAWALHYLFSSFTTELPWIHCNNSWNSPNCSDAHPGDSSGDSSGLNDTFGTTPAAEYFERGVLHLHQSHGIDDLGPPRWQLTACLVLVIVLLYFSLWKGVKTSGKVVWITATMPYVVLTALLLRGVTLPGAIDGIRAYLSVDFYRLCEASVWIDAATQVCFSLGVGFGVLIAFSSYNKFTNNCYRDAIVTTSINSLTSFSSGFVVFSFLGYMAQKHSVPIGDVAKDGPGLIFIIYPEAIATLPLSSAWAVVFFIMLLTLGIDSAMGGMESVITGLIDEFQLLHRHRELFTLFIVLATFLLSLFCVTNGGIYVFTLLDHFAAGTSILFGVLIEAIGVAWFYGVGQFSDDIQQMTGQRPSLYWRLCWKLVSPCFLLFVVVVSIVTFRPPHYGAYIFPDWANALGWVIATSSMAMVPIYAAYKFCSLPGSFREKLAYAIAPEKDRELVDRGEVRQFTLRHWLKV
# PostGolgi ctrl: yeast control strain growth, post-Golgi counter-screen. 5% of 98,000 active. efflux-deficient yeast background strain, growth absorbance A615, 16 h. AID 738. inhibition, % at 10 µM
# S1P2 blocker: antagonists of human S1P2 receptor. O95136. cell-based S1P2 antagonist assay, inhibition at 5 uM. inhibition, % at 5 µM. 0.21% of 97,000 active; in the data active means inhibition above about 45%;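 further: CRE beta-lactamase reporter cells expressing human S1P2 stimulated with S1P; 0% = agonist at EC80 alone and 100% = agonist plus reference antagonist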
# Numbers without * were called inactive; x = no result given. Unless noted, no stated cut-off is given here; in the data, active means inhibition above about 30%; inactive means the rest.
cpd	SMILES	Ecoli WT expand	S1P2 agonist	HUVEC prolif 384	Fibroblast inh	H69AR growth 86K	PostGolgi yeast	hDAT+cocaine	PostGolgi ctrl	S1P2 blocker
1	O=C(NCc1ccccc1)Oc1cccc(Cl)c1	x	-7	87	95	97	x	0.22	x	-2
2	O=C1COc2ccc(C(=O)COC(=O)Cn3cnc4ccccc43)cc2N1	-4	x	95	92	94	-6	0.46	-14	x
3	N#CCSc1nnc(CNc2ccc(F)cc2)o1	x	-3	101	101	104	x	-0.84	x	10
4	CCN=C(Nc1ccc(Cl)cc1)c1cccnc1	2	-7	x	x	x	5	0.22	5	17
5	Cc1ccccc1OCC(=O)Nc1ccccc1N1CCCCC1	6	2	124	88	89	-4	-1.1	0	-15
6	Oc1c(CN2CCCCC2)cc(COCc2ccccc2)c2cccnc12	30	-4	x	x	x	-3	0.65	0	22
7	O=C(NCCCN1CCOCC1)c1ccccc1	0	-4	96	102	96	-2	0.074	9	8
8	Cc1nc(NCc2ccccn2)c2ccccc2n1	2	-1	112	100	104	4	-1	-7	3
9	CC1(C)NC(=O)N(CC(O)COc2cccc(F)c2)C1=O (configuration not stated)	5	-2	108	108	94	0	-1.7	x	20
10	COc1ccc(CN2C(=O)CCC2(C)C(=O)NCc2cccnc2)c(OC)c1 (configuration not stated)	-9	-6	88	93	94	-4	0.78	3	-7
11	O=S(=O)(c1ccc(Cl)c(F)c1)N1CCC(c2nc(-c3ccncc3)no2)CC1	-7	1	89	90	x	-3	0.19	12	-9
12	CC(=O)c1c(CC(=O)O)[nH]n(-c2nc3ccccc3s2)c1=O	3	-3	98	102	81	-8	-1.3	4	-7
13	CCOc1cc(S(=O)(=O)NCCc2ccc(OC)c(OC)c2)c(OCC)cc1-n1cnnn1	-1	-1	94	87	84	5	-0.022	9	4
14	Cc1ccc(NC2=NCC(=O)N2C2CCCC2)c(C)c1	x	-6	105	104	108	x	-0.6	x	1
15	COc1cc2c(cc1OC)C(c1ccccc1)N(C(=O)CCl)CC2 (configuration not stated)	1	-2	x	x	x	-8	-0.95	18	-6
16	O=C1C2C(C(=O)N1/N=C/c1cc(Br)cc([N+](=O)[O-])c1O)C1C=CC2C12CC2 (configuration not stated)	10	-3	x	x	x	-2	-0.17	21	-17
17	CCOC(=O)c1sc(=S)n(-c2ccc(Cl)cc2)c1SC	-8	-2	x	x	x	12	0.0092	4	12
18	O=C1c2cccc3c(N4CCCCC4)ccc(c23)C(=O)N1c1ccc(Cl)cn1	x	-6	79	98	31*	x	x	x	51*
19	CC1CCN(C(=O)CN(c2ccc3c(c2)OCO3)S(C)(=O)=O)CC1	-4	-2	93	96	84	-1	0.29	-2	20
20	Clc1ccc(C(c2nnnn2CCc2ccccc2)N2CCSCC2)cc1 (configuration not stated)	-16	-4	114	99	81	-4	-1	21	2
21	NC(=O)CNC(=O)[C@@H]1CC2(CC(c3cccc([N+](=O)[O-])c3)=NO2)CN1C(=O)c1ccccc1 (some centres not stated)	-1	-8	x	x	x	-7	-0.53	2	1
22	Cc1cc2ncn(C(=O)N3CCCCC3)c2cc1C	2	-8	95	95	95	-3	0.6	3	21
23	NC(=O)c1ccccc1NC(=O)/C=C/c1ccc(Cl)cc1	-5	-5	x	x	x	-6	0.29	16	-17
24	CCOC(=O)c1nn(-c2ccccc2)c(-c2ccccc2)c1C(=O)c1ccccc1	-12	-6	x	x	x	4	-2.1	23	7
25	O=C(CCCC(=O)N1CCN(c2ccccc2F)CC1)N1CCN(c2ccccc2F)CC1	0	-1	96	112	86	0	0.24	19	2
26	CCc1c(C(=O)Nc2ccc(OC)c(Cl)c2)[nH]c(C)c1C(C)=O	-6	-2	82	108	45	6	0.56	19	-3
27	COCCCNC(=O)CS(=O)Cc1nc(-c2cccc(OC)c2)oc1C (configuration not stated)	0	-4	95	102	83	6	1.4	8	17
28	Cc1cccc(C)c1NS(=O)(=O)c1c(C)[nH]c(=O)[nH]c1=O	3	-6	94	103	104	2	1.2	5	-7
29	CCOC(=O)N1CCN(C2=CC(=O)OC23CCCCC3)CC1	10	-6	113	108	96	-8	0.74	-8	7
30	CC(=O)Nc1ccc(S(=O)(=O)NCCc2cc3c(C)ccc(C)c3[nH]c2=O)cc1	-10	x	95	94	104	-11	-1.3	-6	x
31	CCCCn1c(=O)n(CC(=O)Nc2ccc(OC)c(Cl)c2)c(=O)c2c1nc(CO)n2CCC	-1	-5	x	x	x	1	0.64	2	-10
32	COc1ccc(C2NC(=O)NC3=C2CCc2ccccc23)cc1 (configuration not stated)	4	-8	80	84	24*	4	0.29	8	21
33	N#Cc1ccc(CN2CCN(C(=O)c3ccccc3)CC2)c(Cl)c1	-6	x	104	100	86	4	-1.5	6	x
34	CCC(Sc1nnc2c3ccccc3n(CC)c2n1)C(=O)Nc1sc2c(c1C#N)CCCC2 (configuration not stated)	-9	-4	x	x	x	-4	1.6	0	-12
35	Cc1ccc(C(CC(N)=O)c2ccco2)cc1 (configuration not stated)	0	0	96	98	76	0	0.96	-3	-4
36	Nc1nc2sc3c(c2c(=O)s1)CCCC3	3	-13	51	88	59	-1	-0.24	39*	-5
37	O=C(Cn1cc([N+](=O)[O-])cn1)N1N=C(C(F)F)CC1(O)C(F)F (configuration not stated)	x	-3	91	97	88	x	-0.022	x	-6
38	COc1ccc(-n2nnnc2S(=O)(=O)Cc2ccc(C(=O)O)cc2)cc1	4	-1	76	85	50	-2	-1.3	18	0
39	Cc1ccccc1NC(=O)c1cc(S(=O)(=O)c2ccccc2)ccc1Cl	-5	-8	x	x	x	8	-0.022	25	1
40	COc1ccc(NCc2n[nH]c(=O)c3ccccc23)cc1	3	-1	88	100	74	-4	1.3	32*	-15
41	CCOC(=O)Cc1csc(NC(=O)c2c(-c3c(F)cccc3Cl)noc2C)n1	0	-5	88	92	59	-5	4.3*	9	-2
42	O=C1C2CC=CCC2C(=O)N1c1n[nH]c(-c2ccccc2)n1 (configuration not stated)	-4	-1	112	103	110	9	-0.075	-3	-27
43	Cc1c(C2(O)C(=O)Nc3ccc(F)cc32)c(=O)n(-c2ccccc2)n1C (configuration not stated)	4	-5	93	107	134	-7	-1.4	-1	-1
44	COc1ccc(/C=N/NC(=O)C(C)n2nnc3ccccc32)cc1OC (configuration not stated)	2	14	x	x	x	5	-0.25	2	-46
45	CCNC(=S)NNC(=O)c1ccc(OC(F)F)cc1	4	0	x	x	x	-1	-0.54	2	8

# Single values from the list.
# In Ecoli WT expand, Cc1ccc(C(CC(N)=O)c2ccco2)cc1 (configuration not stated) shows 0
# In S1P2 blocker, O=C1C2CC=CCC2C(=O)N1c1n[nH]c(-c2ccccc2)n1 (configuration not stated) shows -27
# In PostGolgi yeast, N#Cc1ccc(CN2CCN(C(=O)c3ccccc3)CC2)c(Cl)c1 shows 4
# In hDAT+cocaine, COc1ccc(-n2nnnc2S(=O)(=O)Cc2ccc(C(=O)O)cc2)cc1 shows -1.3
# In PostGolgi yeast, CCC(Sc1nnc2c3ccccc3n(CC)c2n1)C(=O)Nc1sc2c(c1C#N)CCCC2 (configuration not stated) shows -4

# Structures listed so far that have a cyano group:
cpd	SMILES	Ecoli WT expand	S1P2 agonist	HUVEC prolif 384	Fibroblast inh	H69AR growth 86K	PostGolgi yeast	hDAT+cocaine	PostGolgi ctrl	S1P2 blocker
3	N#CCSc1nnc(CNc2ccc(F)cc2)o1	x	-3	101	101	104	x	-0.84	x	10
33	N#Cc1ccc(CN2CCN(C(=O)c3ccccc3)CC2)c(Cl)c1	-6	x	104	100	86	4	-1.5	6	x
34	CCC(Sc1nnc2c3ccccc3n(CC)c2n1)C(=O)Nc1sc2c(c1C#N)CCCC2 (configuration not stated)	-9	-4	x	x	x	-4	1.6	0	-12

# Additional results
cpd	SMILES	Ecoli WT expand	S1P2 agonist	HUVEC prolif 384	Fibroblast inh	H69AR growth 86K	PostGolgi yeast	hDAT+cocaine	PostGolgi ctrl	S1P2 blocker
46	CC(C)(C)n1nc(-c2ccc(Cl)cc2)c2c(N)ncnc21	-4	0	x	x	x	1	-0.56	65*	5
47	Cc1nnc(SCc2ccccc2)n1CC1CCCO1 (configuration not stated)	-7	0	100	108	89	-11	-0.77	-6	13
48	O=C(CN1CCCCC1)Nc1ccccc1	-5	0	96	101	93	7	-0.53	-4	-6
49	COc1cc(NC(=O)C2CCCO2)c(OC)cc1Cl (configuration not stated)	x	-2	107	104	99	x	-0.57	x	-4
50	O=C(N1CCOCC1)N1CCCC(c2nc(-c3cccs3)no2)C1 (configuration not stated)	-1	-5	96	98	97	-1	-0.63	1	-10
51	OCCn1c(CSc2nc3ccccc3n2CCO)nc2ccccc21	4	-5	92	101	98	-9	-1.6	1	-1
52	CCC(C)NC(=O)c1ccccc1NC(=O)Nc1ccccc1 (configuration not stated)	-4	-8	95	95	95	-10	-0.05	7	8
53	COc1cc(C2C3C(C)N(C)C(=O)N(C)C3N(C)C(=O)N2C)ccc1O (configuration not stated)	6	-2	98	98	96	17	0.5	16	12
54	CCOc1ccccc1NC(=S)Nc1ccccc1F	0	-4	x	x	x	-13	-0.29	25	20
55	Cc1cccc(Nc2ncccc2C(=O)NCc2cccs2)c1C	-15	-5	x	x	x	-8	1.1	34*	-6
56	CCCCCOC(=O)Cn1c(N2CCCCCC2)nc2c1c(=O)[nH]c(=O)n2C	-2	-5	93	98	56	-6	0.91	7	-1
57	CCOC(=O)C1CCCN(CC(=O)NC2CC2)C1 (configuration not stated)	x	x	109	100	94	x	-0.27	x	x
58	CC(=O)Nc1ccc(OC(F)(F)C(F)F)c(NC(C)=O)c1	4	-7	x	x	x	-5	-0.23	3	-11
59	NS(=O)(=O)c1ccc(CCNC(=O)Nc2ccc(Cl)cc2)cc1	2	x	108	104	66	2	x	-2	x
60	Cc1onc(-c2ccccc2)c1C(=O)NCCN1CCOCC1	-1	x	109	99	93	2	x	18	x
61	CCOC(=O)CN1C(=O)C(O)(CC(=O)c2ccccn2)c2ccccc21 (configuration not stated)	9	-4	93	99	46	-7	-0.0015	11	8
62	O=c1[nH]nnc2sc3c(c12)CCCC3	-8	-3	75	91	97	-5	-0.54	-9	-28
63	COc1ccc(CCNC(=O)C2CC(c3c(Cl)cccc3Cl)=NO2)cc1 (configuration not stated)	-2	-6	x	x	x	3	-0.4	9	0
64	Cc1cnn(-c2nc(-c3cccs3)cc(C(F)(F)F)n2)c1	6	x	92	92	103	18	0.087	22	x

# Part of the list above in order of length of the SMILES, lowest first:
cpd	SMILES	Ecoli WT expand	S1P2 agonist	HUVEC prolif 384	Fibroblast inh	H69AR growth 86K	PostGolgi yeast	hDAT+cocaine	PostGolgi ctrl	S1P2 blocker
62	O=c1[nH]nnc2sc3c(c12)CCCC3	-8	-3	75	91	97	-5	-0.54	-9	-28
59	NS(=O)(=O)c1ccc(CCNC(=O)Nc2ccc(Cl)cc2)cc1	2	x	108	104	66	2	x	-2	x
63	COc1ccc(CCNC(=O)C2CC(c3c(Cl)cccc3Cl)=NO2)cc1 (configuration not stated)	-2	-6	x	x	x	3	-0.4	9	0
